Screening data (PubChem)
UGM FP inh – blocks M. tuberculosis UGM enzyme; purified UGM, fluorescence polarization probe displacement; AID 504406; 320,000 compounds, 0.06% hits; inhibition, % at 10 µM; P9WIQ1; in the data active = inhibition above about 10%, passing the limit was not always enough
Target sequence (P9WIQ1 whole entry, looked up): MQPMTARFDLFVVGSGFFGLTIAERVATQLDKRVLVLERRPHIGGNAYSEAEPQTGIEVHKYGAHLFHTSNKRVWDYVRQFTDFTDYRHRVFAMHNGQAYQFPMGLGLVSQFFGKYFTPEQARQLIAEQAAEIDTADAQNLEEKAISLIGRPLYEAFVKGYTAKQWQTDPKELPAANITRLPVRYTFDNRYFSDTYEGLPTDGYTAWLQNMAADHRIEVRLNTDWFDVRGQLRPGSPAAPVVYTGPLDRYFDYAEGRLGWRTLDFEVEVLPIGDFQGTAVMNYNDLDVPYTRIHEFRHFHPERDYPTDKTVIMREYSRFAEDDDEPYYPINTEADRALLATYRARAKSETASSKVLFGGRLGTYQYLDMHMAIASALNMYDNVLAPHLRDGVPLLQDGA
Mtb BioA inh – BioA (M. tuberculosis) enzyme inhibition. purified M. tuberculosis BioA enzyme, plate reader. inhibition, % at 9.99 µM. 360,000 compounds, 0.096% hits. AID 602481; in the data active = inhibition above about 40%
FBA Mtb inh – inhibitors of M. tuberculosis fructose-bisphosphate aldolase; P9WQA3; purified M. tuberculosis FBA, fluorescence read-out; inhibition, % at 1 µM; 360,000 compounds, 2.3% hits; in the data active = inhibition above about 27%;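 also: 0% = vehicle and 100% = reference inhibitor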
Target sequence (P9WQA3 whole entry, looked up): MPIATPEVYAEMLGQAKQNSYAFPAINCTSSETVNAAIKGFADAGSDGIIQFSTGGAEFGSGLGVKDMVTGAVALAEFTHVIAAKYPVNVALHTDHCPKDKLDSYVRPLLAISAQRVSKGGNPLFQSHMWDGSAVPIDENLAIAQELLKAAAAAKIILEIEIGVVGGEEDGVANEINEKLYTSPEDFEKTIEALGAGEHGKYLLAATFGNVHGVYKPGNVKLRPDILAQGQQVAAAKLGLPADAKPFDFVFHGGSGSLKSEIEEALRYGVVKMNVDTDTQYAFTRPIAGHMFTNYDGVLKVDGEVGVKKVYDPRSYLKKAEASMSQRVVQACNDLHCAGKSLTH
PfHsp40 yeast – compounds rescuing yeast from Plasmodium falciparum HSP40 toxicity; AID 504582; growth rescue, % at 12.5 µM; S. cerevisiae expressing PfHsp40, growth rescue, ATP luminescence; 340,000 compounds, 0.68% hits; in the data active = growth rescue above about 28%, passing the limit was not always enough;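 also: yeast W303a lacking pdr1 and pdr3 grown in galactose medium; growth measured after three days at 30 °C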
Yp Topo-I inh – inhibitors of Yersinia pestis topoisomerase I | Y. pestis Topo-I cleavage product accumulation, plate reader | activity, % at 10 µM | 360,000 compounds, 0.064% hits; in the data active = activity above about 50%, passing the limit was not always enough; also: inactives centre near 2
TcdB inh – blocks C. difficile toxin B glycohydrolase activity. TcdB glycohydrolase enzymatic assay, plate reader. inhibition, % at 9.99 µM. 350,000 compounds, 0.24% hits; in the data active = inhibition above about 10%
GDH-TPI counter – inhibits GDH-TPI coupling enzymes, artifact for Mtb FBA screen; inhibition, % at 4.8 µM; 360,000 compounds, 1.2% hits; GDH-TPI coupled enzyme counterscreen, NADH absorbance; in the data active = inhibition above about 30%;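 also: 0% = DMSO wells and 100% = wells lacking the enzyme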
BH1578 lux ind – induces V. cholerae light production without autoinducers; V. cholerae BH1578 lux reporter, luminescence, 6 h; activation, % at 18.7 µM; 350,000 compounds, 0.16% hits; in the data active = activation mostly above about 9.7%, no sharp cut-off; also: not every result past the cut was called active; inactives centre near 0; reference of the scale not given here
FadD28 FP inh – blocks FadD28 binding to the bisubstrate probe | AID 588549 | fluorescence polarization | 360,000 compounds, 0.22% hits | inhibition, % at 12.5 µM; in the data active = inhibition above about 8.5%, passing the limit was not always enough
* marks the source's active call; other numbers are inactive results; i = inactive; . = not tested or not shown; & = joins results of further samples.

SMILES	UGM FP inh	Mtb BioA inh	FBA Mtb inh	PfHsp40 yeast	Yp Topo-I inh	TcdB inh	GDH-TPI counter	BH1578 lux ind	FadD28 FP inh
CC1CCC(NC(=O)c2ccc3nc[nH]c3c2)CC1 (configuration not stated)	-1.0	1.0	0	-0.9	-9	.	5	i	-0.7
Cn1nc(C(=O)NCCc2ccc3c(c2)OCCO3)c2ccccc2c1=O	.	.	-1	0.2	11	1.1	4	-0.5	-1.6
Cc1cc(C)cc(NC(=O)CSc2nc3[nH]ncc3c(=O)[nH]2)c1	0.3	.	0	-0.4	-8	-0.1	11	-0.3	0.9
C/C=C/c1ccc(OCC(=O)Nc2ccncc2)c(OC)c1	-0.9	1.1	-3	0.5	11	-2.0	-6	i	-1.8
CCOC(=O)C1SC2(C(F)(F)F)CC1(O)c1c(C)cc(C)nc1O2 (configuration not stated)	0.3	-1.3	1	-0.9	-9	.	1	i	0.6
COC(=O)c1ccccc1NC(=O)CCNC(=O)Cn1cnc2ccccc2c1=O	-1.7	-0.9	-6	0.3	-3	.	-13	i	-2.6
Cn1cccc1/C=C1\C(=O)NC(=O)N(Cc2ccccc2)C1=O	0.0	.	-9	0.1	-8	0.0	1	-0.1	0.3
CCCOc1cccc(C2C(C(=O)c3ccc(C)o3)=C(O)C(=O)N2CCN2CCOCC2)c1 (configuration not stated)	3.4	-0.6	-1	1.4	2	1.1	10	i	-1.8
CC(CNC(=O)c1ccc2c(c1)OCO2)c1ccc([N+](=O)[O-])cc1 (configuration not stated)	0.5	.	2	0.1	6	3.6	-4	-1.6	-3.4
CC1(C)CC(C(CCN(Cc2ccccc2)C(=O)c2ccco2)c2ccc(F)cc2)CCO1 (configuration not stated)	0.0	0.3	1	3.8	14	.	2	1.4	-4.5
CC1(C(=O)NS(=O)(=O)c2cccc(C#N)c2)CCN1C(=O)Cc1cc(F)ccc1F (configuration not stated)	.	-1.8	-1	.	-2	0.1	4	i	0.0
COc1ccc(C=C2C(=O)OC(C)(C)OC2=O)cc1OC	2.7	-1.3	5	-2.1	3	1.9	8	5.6	-1.4
O=C1CSC(=S)N1N=Cc1cccc2ccccc12	.	.	4	-0.1	-9	0.6	27	i	-0.9
CN(C(=O)CC1C(=O)NCCN1CC(c1ccccc1)c1ccccc1)C(C1CC1)C1CC1 (configuration not stated)	1.9	0.3	-5	0.5	4	1.1	4	i	-4.1
CC(=O)Nc1ccc(S(=O)(=O)N(CC(=O)O)Cc2ccccc2)cc1	3.5	.	4	0.2	7	.	-8	1.7	0.1
C=CCN(CC=C)S(=O)(=O)c1ccc(C(=O)Nc2nnc(COC)o2)cc1	1.6	.	-1	-0.6	-5	-2.1	10	0.1	-2.7
O=C1Oc2ccccc2C(=O)/C1=C/c1ccccc1O	-2.8	.	-5	0.2	1	-0.8	-7	-5.6	-7.2
O=C(O)c1cccn1Cc1ccccc1F	0.3	.	0	-1.7	-2	.	-6	-0.3	0.0
C[C@@H]1CCCCO[C@H](CN(C)C(=O)Nc2ccc3c(c2)OCO3)[C@@H](C)CN([C@H](C)CO)C(=O)c2cc(NS(=O)(=O)c3ccc(F)cc3)ccc2O1	.	-1.8&0.3	1	.	-1	-0.4	1	-1.1	-1.8
CCOc1ccccc1NS(=O)(=O)c1ccc2c(c1)N(C)CCO2	-0.7	15	2	0.4	5	0.8	2	2.9	-1.1
CCOc1cc(C)c(Cl)cc1S(=O)(=O)NCC1CCCO1 (configuration not stated)	1.6	-1.2	1	-1.3	-3	.	9	-3.2	-1.5
CCC(C)(C)n1nnnc1C(c1ccncc1)N1CCC(Cc2ccccc2)CC1 (configuration not stated)	0.3	0.3	-5	-0.9	-8	.	12	i	-3.1
Cc1ccc(NC(=O)Nc2cccc([N+](=O)[O-])c2)cc1F	.	.	0	-0.5	4	-0.5	5	i	2.8
CC[C@@H]1C/C=C\Cc2ccccc2[C@H](C(=O)C[C@@H](O)CC(C)=O)OC1=O	1.8	-0.3	-2	-0.4	-4	0.1	8	i	-0.2
Cc1ccc(Nc2nc3ccccc3n3nnnc23)cc1	-2.3	-2.9	0	0.2	1	1.3	6	0.5	-2.4

Sorted by formula weight (descending): three of the compounds above
SMILES	UGM FP inh	Mtb BioA inh	FBA Mtb inh	PfHsp40 yeast	Yp Topo-I inh	TcdB inh	GDH-TPI counter	BH1578 lux ind	FadD28 FP inh
CC(=O)Nc1ccc(S(=O)(=O)N(CC(=O)O)Cc2ccccc2)cc1	3.5	.	4	0.2	7	.	-8	1.7	0.1
C/C=C/c1ccc(OCC(=O)Nc2ccncc2)c(OC)c1	-0.9	1.1	-3	0.5	11	-2.0	-6	i	-1.8
Cc1ccc(NC(=O)Nc2cccc([N+](=O)[O-])c2)cc1F	.	.	0	-0.5	4	-0.5	5	i	2.8

(more compounds)
SMILES	UGM FP inh	Mtb BioA inh	FBA Mtb inh	PfHsp40 yeast	Yp Topo-I inh	TcdB inh	GDH-TPI counter	BH1578 lux ind	FadD28 FP inh
CCCc1nc(SCC(=O)Nc2nnc(SCC)s2)c2c(=O)n(C)c(=O)n(C)c2n1	1.5	-1.8	3	-1.5	3	0.7	2	-1.6	-7.9
C[N+](C)(C)c1ccccc1	0.2	0.7	-1	-0.5	3	-3.6	2	-0.1	-2.5
CCC(=NCCCN(C)C)c1c(O)n(-c2ccc(OC)cc2)c(=O)[nH]c1=O	4.0	-3.6	2	0.3	-1	.	-4	-0.3	-2.7
COC(=O)CSc1nnc(SCc2ccc(Cl)cc2)s1	-3.1	-1.3	-1	0.5	-2	.	-5	-0.2	-1.0
CC(C)C[C@H]1C(=O)N2CCC[C@H]2[C@]2(O)O[C@](NC(=O)[C@@H]3C=C4c5cccc6[nH]cc(c56)C[C@H]4N(C)C3)(C(C)C)C(=O)N12	6.0	-3.0	13	-0.9	-6	.	17	-3.0	0.8
O=C(NC1CC1)C1CCN(C2CCN(C(=O)c3ccc4cccc(F)c4n3)CC2)CC1	-0.1	.	1	-0.9	-8	0.5	11	-1.3	-0.8
O=C(Nc1nnc(-c2cccc(F)c2)s1)Nc1ccccc1F	-2.9	.	2	-1.1	5	0.4	6	-0.5	1.5
Cc1ccc(NC(=O)C2CCN(C(=O)NC3CCCCC3)CC2)cc1	-0.4	6.5	2	-1.7	-3	.	2	0.6	-4.1
COCCC(=O)N1CCCC(CNS(=O)(=O)c2ccc(OC)cc2)C1 (configuration not stated)	-0.7	.	2	-1.6	1	-1.0	1	-1.6	-2.5
C=CCn1c(SCC(=O)Nc2c(C)n(C)n(-c3ccccc3)c2=O)nc2sc(C)c(-c3ccccc3)c2c1=O	2.2	1.2	1	1.6	22	.	10	2.8	-2.1
O=c1cc(CSc2nnc(-c3ccco3)o2)c2ccccc2[nH]1	-0.7	2.4	-1	-0.3	1	.	21	-1.9	-0.7
Cc1cc(=O)oc2cc(OCC(=O)N3CCN(c4ccc(F)cc4)CC3)ccc12	2.3	2.3	6	-1.5	-8	2.7	21	-0.6	-0.9
Cc1cc(=O)[nH]c(SCC(=O)Nc2cc(S(=O)(=O)N3CCCC3)ccc2Cl)n1	0.9	-1.2	0	-0.8	-2	-1.1	-3	-4.2	-3.2
CC(=O)c1cccc(NC(=O)c2ccc(S(=O)(=O)N3CC(C)OC(C)C3)cc2)c1 (configuration not stated)	-1.6	-3.0	2	22	7	0.5	2	i	-0.6
COc1ccc(N2C(=O)C3C4C=CC(C4)C3C2=O)nn1 (configuration not stated)	1.8	-2.5	1	-1.5	-3	.	-3	-0.3	-1.6
COc1ccc(CN2CC(=O)N(c3ccc(C)cc3C)C2=S)cc1OC	1.4	.	2	-0.3	8	-0.7	2	-0.5	-2.0
CCCCOC(=O)Cn1c(=O)n(CC(=O)OCCCC)c2cc(C)ccc21	2.2	2.6	1	-0.4	18	.	-1	0.1	0.8
COc1ccccc1Nc1nc(-c2c(C)nc3ncccn23)cs1	.	1.6	-3	-0.2	13	1.2	7	-0.5	0.8
Cc1cc(CN2CCCC(CO)(Cc3cccc(Cl)c3)C2)n[nH]1 (configuration not stated)	-0.2	.	0	-0.7	-3	0.1	4	-0.3	-2.9
COc1ccc(CCNCc2ccc(F)cc2)cc1OC	1.0	1.8	2	2.1	7	.	2	-0.2	0.5
COc1ccccc1C1=NN(C2=NN=C(N)Cc3ncnn32)C(O)(C(F)(F)F)C1 (configuration not stated)	0.2	.	35*	-0.5	1	0.1	4	-0.1	-1.3
COc1ccc(S(=O)(=O)N2CCCC(C(=O)NCc3ccccn3)C2)cc1 (configuration not stated)	-1.0	2.4	-2	0.5	-3	.	1	-0.9	-2.5
COc1ccc(C(C)=O)cc1CC(=O)NC1CCCCCC1	2.5	-0.6	2	0.8	4	1.0	-1	i	-2.3
O=C(O)COc1ccc2nsnc2c1Cl	8.8	0.9	42*	-0.1	2	.	6	i	-2.6
CCc1ccc(N(CC(=O)NC2CCCCC2)S(=O)(=O)c2c(C)noc2C)cc1	-0.7	-1.4	-1	-0.3	1	-0.4	8	-0.5	-2.0

The closing 4 compounds of the section before lead into the next:
SMILES	UGM FP inh	Mtb BioA inh	FBA Mtb inh	PfHsp40 yeast	Yp Topo-I inh	TcdB inh	GDH-TPI counter	BH1578 lux ind	FadD28 FP inh
COc1ccc(S(=O)(=O)N2CCCC(C(=O)NCc3ccccn3)C2)cc1 (configuration not stated)	-1.0	2.4	-2	0.5	-3	.	1	-0.9	-2.5
COc1ccc(C(C)=O)cc1CC(=O)NC1CCCCCC1	2.5	-0.6	2	0.8	4	1.0	-1	i	-2.3
O=C(O)COc1ccc2nsnc2c1Cl	8.8	0.9	42*	-0.1	2	.	6	i	-2.6
CCc1ccc(N(CC(=O)NC2CCCCC2)S(=O)(=O)c2c(C)noc2C)cc1	-0.7	-1.4	-1	-0.3	1	-0.4	8	-0.5	-2.0
Cc1nc2ccc(NC(=O)C3COc4ccccc4O3)cc2s1 (configuration not stated)	-0.8	.	-1	-1.0	5	-0.6	4	i	-0.8
COc1ccc(/C=C/C(=O)NC(=S)NNC(=O)Cc2cccs2)cc1OC	1.1	-1.6	6	1.3	8	.	38*	-0.3	0.8
COc1ccc(-c2ccnc(-c3ccc(OCCCF)cc3)n2)cc1	2.7	0.2	4	0.8	17	.	5	i	-3.7
C/C(=N\NC(=O)C1CC1)c1ccc(C)cc1C	1.9	.	3	-0.8	2	-1.2	-10	-0.3	-4.3
CC1(C(=O)Nc2cccc3cccnc23)CCN1C(=O)Cc1ccc(Cl)cc1Cl (configuration not stated)	.	-0.7	2	.	-3	-0.1	15	i	-2.3
CCc1nc2c(OCCC3CCCCC3)cccn2c1N(C)C(=O)c1ccc(OC)cc1	.	-0.7	-3	.	28	8.1	-2	0.3	-5.7
Nc1nc2n(n1)C(c1ccccc1Cl)CC(c1ccc(F)cc1)N2 (configuration not stated)	0.4	16	24	-1.7	5	0.3	5	-0.2	-2.4
Cc1ccc(/C=C/C(=O)Nc2nc3ccccc3[nH]2)cc1	-0.4	.	1	-0.7	-2	.	2	0.3	-0.6
C#CCN(C[C@@H]1[C@@H](OC(=O)NC2CC2)[C@@H](OC(=O)NC2CC2)Cn2c(=O)n(CCCCCC)c(=O)n21)S(=O)(=O)c1ccc(C)cc1	.	-0.3	-3	.	24	-0.1	2	-0.4	-1.1
COc1cccc(NC(=O)CNC(=O)c2ccc(OC)c(OC)c2)c1	-1.6	.	2	-1.0	0	0.4	5	6.7	-1.5
CC1=NN(c2ccccc2)C(=O)/C1=C\c1ccc(Oc2ccc([N+](=O)[O-])cc2[N+](=O)[O-])cc1	-1.7	.	0	-0.3	-22	1.1	13	-0.3	-2.3
Cc1nnc(SCC(=O)N2CCN(Cc3ccccc3)CC2)s1	-2.5	1.8	1	-0.7	-1	0.8	-11	-0.4	-4.1
O=C(O)C1C=CCC(C(=O)O)C1 (configuration not stated)	.	1.0	0	.	2	1.7	4	-3.3	-3.2
CC12CCC(=O)N1C(C(=O)Nc1nccs1)CS2 (configuration not stated)	.	.	3	0.9	0	1.2	1	i	-0.5
O=C(CNC(=O)c1ccccc1)OC(C(=O)O)c1ccc(F)cc1 (configuration not stated)	.	-4.2	2	.	-1	-1.3	12	-5.0	-1.6
CC[C@H]1c2[nH]c3ccccc3c2C[C@@H]2C(=O)N(c3ccc(F)cc3)C(=O)N21	2.7	1.7	3	-0.1	-11	0.2	-3	-0.4	-1.8
Cc1cc(C)c(NC(=O)CSc2nnc(CNC(=O)c3ccco3)o2)c(C)c1	2.6	-1.2	3	0.5	5	-0.9	9	-0.1	-0.5
